Screening data from PubChem BioAssay.
AMA1 RON2 block = AMA1-RON2 (P. falciparum) interaction inhibition. actives 0.2% (n = 360,000). AlphaScreen AMA1-biotinylated RON2 peptide binding. AID 720542. Potency, µM (top dose mostly 58.2 µM), without a hit: top-dose activity change, negative = inhibition, usual class: inhibitors;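 also: potency is read from the fitted curve at half-maximal effect; 0% = vehicle wells and -100% = peptide control; nearly all actives have a fitted effect of over 45% in size; some results filed as inactive show a strong effect at the top dose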
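AMA1 (3D7) with his tag at 25 nM final met compounds first, then biotinylated RON2 peptide at 25 nM; detection used donor plus acceptor beads, 10 µg/mL apiece, read by AlphaScreen after 30 min at room temperature.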
HCMV inh = inhibitors of human cytomegalovirus; HFF cells, HCMV-luciferase reporter, 72 h; hits give low values; activity change, negative = inhibition, % at 57.5 µM; actives 4.5% (n = 410,000); in the data active = activity change below about -60%; inconclusive = no clear call, values can overlap the other calls; inactive = above about -39%
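Inhibition of viral replication was scored as loss of reporter luminescence in HFFs infected with HCMV-luciferase (MOI 1 PFU/cell) for 72 h; compounds tested at 2 doses, normalized to buffer and Salinomycin controls.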
HCV inhibitor = HCV inhibition | Huh7.5.1 HCVcc-Cre infection, luciferase reporter, 44 h | Potency, µM (top dose mostly 41.8 µM), inactives show top-dose activity change, negative = inhibition, most hits filed as inhibitors | actives 3.4% (n = 340,000) | AID 651820; also: potency is read from the fitted curve at half-maximal effect
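1,000 cells/well; 4 h culture; + compound; + HCVcc-Cre (~0.5 moi); 44 h; luciferase substrate, RT 15 min; read 15 sec.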
AmpC no deterg = AmpC beta-lactamase inhibition without detergent. Potency, µM (series often up to 57.1 µM), for inactives: at the top dose activity change, negative = inhibition, hits mostly inhibitors. actives 0.52% (n = 330,000). P00811. AmpC nitrocefin hydrolysis, absorbance 480 nm, 0.0001% Triton;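 also: potency is read from the fitted curve at half-maximal effect; plate controls were no compound for no effect and no enzyme for full effect; nearly all actives have a fitted effect of over 20% in size; some results filed as inactive show a strong effect at the top dose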
Target sequence (P00811 whole entry, looked up): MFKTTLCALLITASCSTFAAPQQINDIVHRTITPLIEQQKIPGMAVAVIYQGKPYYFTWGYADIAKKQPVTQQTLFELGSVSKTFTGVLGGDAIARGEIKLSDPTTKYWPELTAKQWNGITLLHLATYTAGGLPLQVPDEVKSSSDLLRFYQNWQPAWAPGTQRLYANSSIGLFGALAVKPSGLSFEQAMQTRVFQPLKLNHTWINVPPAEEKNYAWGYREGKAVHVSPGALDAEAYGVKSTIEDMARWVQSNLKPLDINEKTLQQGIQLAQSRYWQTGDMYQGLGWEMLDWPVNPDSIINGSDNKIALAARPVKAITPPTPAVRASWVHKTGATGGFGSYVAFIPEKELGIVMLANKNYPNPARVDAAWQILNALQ
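AmpC (5.3 nM in the dispensed reagent) in 20 mM phosphate pH 7.0 with 0.01% (detergent screen) or 0.0001% Triton X-100 was preincubated with compounds for 15 min at room temperature. Nitrocefin was then added from an 800 uM solution, and hydrolysis was followed at 480 nm.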
LmPK inh = blocks Leishmania mexicana pyruvate kinase activity; purified LmPK, Kinase-Glo ATP luminescence, 1 h; actives 0.37% (n = 290,000); Q27686; Potency, µM (series often up to 57.5 µM), inactives show at the top dose activity change, negative = inhibition, actives largely listed as inhibitors; also: potency is read from the fitted curve at half-maximal effect
Target sequence (Q27686 whole entry, looked up): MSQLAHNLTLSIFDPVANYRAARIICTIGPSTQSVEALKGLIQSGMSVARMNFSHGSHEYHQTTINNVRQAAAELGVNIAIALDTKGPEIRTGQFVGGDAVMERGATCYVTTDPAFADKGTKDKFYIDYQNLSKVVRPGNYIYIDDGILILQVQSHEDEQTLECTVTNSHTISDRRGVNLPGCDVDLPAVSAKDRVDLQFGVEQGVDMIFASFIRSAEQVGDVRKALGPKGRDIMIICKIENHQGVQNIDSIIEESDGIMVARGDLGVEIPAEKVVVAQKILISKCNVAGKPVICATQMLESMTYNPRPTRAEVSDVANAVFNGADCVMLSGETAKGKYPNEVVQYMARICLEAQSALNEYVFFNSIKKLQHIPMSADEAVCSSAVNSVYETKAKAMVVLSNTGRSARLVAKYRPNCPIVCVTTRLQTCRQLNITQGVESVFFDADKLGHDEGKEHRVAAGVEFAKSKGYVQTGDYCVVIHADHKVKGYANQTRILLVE
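qHTS format; LmPK 0.1 nM; substrates PEP 0.5 mM and ADP 0.1 mM. One-hour room-temperature incubation, then coupled luciferase luminescence; 0.5 nM enzyme wells mark activation.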
AmpC inh detg = inhibitors of E. coli AmpC beta-lactamase with detergent | AmpC hydrolysis of nitrocefin, absorbance 480 nm, 0.01% Triton | AID 485294 | actives 0.041% (n = 370,000) | Potency, µM (series often up to 114 µM), for inactives: at the highest dose activity change, negative = inhibition, most hits filed as inhibitors | P00811;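 also: potency is read from the fitted curve at half-maximal effect; 0% = no-compound wells and -100% = no-enzyme wells; nearly all actives have a fitted effect of over 25% in size; some results filed as inactive show a strong effect at the top dose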
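AmpC (5.3 nM in the dispensed reagent) in 20 mM phosphate pH 7.0 with 0.01% (detergent screen) or 0.0001% Triton X-100 was preincubated with compounds for 15 min at room temperature. Nitrocefin was then added from an 800 uM solution, and hydrolysis was followed at 480 nm.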
TbPYK inhibitor = inhibitors of Trypanosoma brucei pyruvate kinase; Q57TT1; actives 0.12% (n = 410,000); TbPYK enzyme, Kinase-Glo Plus ATP luminescence, 45 min; Potency, µM (titrated, usually from 76.8 µM), for the others: top-dose activity, negative = inhibition, most hits filed as inhibitors; also: potency is read from the fitted curve at half-maximal effect; nearly all actives have a fitted effect of over 50% in size
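ADP (130 uM final) triggers the TbPYK reaction after compound addition; incubation is 45 min at room temperature. Kinase-Glo Plus is then added and luminescence imaged. Normalized data are fitted to concentration-effect curves.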
* hit, by the source's call; ? = inconclusive; . = no result given; [ ] = remark or other dose. Unless noted, calls follow the shape of the dose curve; as a rule, active = well fitted curve in the direction sought with a large enough effect; inconclusive = small, poorly fitted or top-dose-only effect, or another doubt; inactive = no such curve, though single readings can be large; an effect the other way counts as inactive or inconclusive. Unless noted, % is scaled to controls: 0 for no effect and ±100 for the full control effect.

SMILES	AMA1 RON2 block	HCMV inh	HCV inhibitor	AmpC no deterg	LmPK inh	AmpC inh detg	TbPYK inhibitor
Cc1ccc(NC(=O)Nc2ccc(F)cc2F)c(OC(F)F)c1	1%	?	-22%	-19%	5%	-13%	3%
COC(=O)CCC(=O)Nc1cccc(Cl)c1	-6%	33	9%	-25%	6%	1%	2%
CCCn1c(SCC(=O)NCc2ccco2)nnc1C(C)C	7%	-9	-10%	36%	7%	-14%	-1%
COC(=O)c1ccc(C(=O)OC)c(NC(=O)c2ccc(-c3ccccc3)s2)c1	.	39	.	.	.	-1%	-4%
COc1cccc(-c2ncc3ccccc3c2COC(=O)c2ccc(C(C)(C)C)cc2)c1	-1%	5	-8%	3%	.	-3%	1%
Cc1ncc([N+](=O)[O-])n1CC(=O)Nc1ccccc1F	0%	-23	13%	-11%	0%	-10%	-5%
CNC(=O)Oc1ccc2c(c1)[C@]1(C)CCN(C)C1N2C (stereo partly drawn)	-5%	7	-9%	-19%	.	?	-6%
O=C(C1CC1)N1CCc2cc(S(=O)(=O)NC3CCN(Cc4ccccc4)CC3)ccc21	0%	-34	5%	-9%	-6%	0%	0%
COc1ccc(-c2c(-c3cc(OC)cc(OC)c3)n(C)c3ccc(-c4cc(F)cc(OC)c4)cc23)cc1	9%	6	?	-11%	.	-2%	1%
O=C(COC(=O)/C=C/c1ccc(OC(F)F)cc1)NC(=O)NCc1ccccc1	-4%	34	5%	-23%	.	?	3%
COc1cc(OC)cc(C(=O)NCC(=O)N2CCCCC2)c1	-9%	56	5%	-4%	0%	-9%	4%
COc1ccc(C)cc1NC(=O)COC(=O)C1CCN(C(=O)c2ccc(Cl)cc2)CC1	7%	2	8%	-6%[2.29 µM]	1%	-5%	2%
Cc1cc(C)c(NC(=O)C2CC(=O)N(c3ccc4c(c3)OCCO4)C2)c(C)c1 (stereo not drawn)	-5%	-25	?	30%	3%	2%	0%
O=S(=O)(Nc1nc2ccccc2[nH]1)c1ccc2ccccc2c1	-8%	.	-18%	-19%	5%	-2%	-7%
O=C(CCC(=O)N1CCN(c2ccc(C(F)(F)F)cn2)CC1)c1cccs1	17%	-22	19%	-10%	.	1%	-5%
Cc1cc(C(=O)CSCCCn2c(=O)[nH]c3ccccc32)c(C)n1C	-20%	-14	?	13%	3%	-15%	-2%
COc1ccccc1CNC(=O)c1ccc2nc(C)c(N(C)Cc3ccc(NC(C)=O)cc3)n2c1	3%	22	.	.	.	.	1%
O=C(Nc1ccc([N+](=O)[O-])cc1)N1CCc2ccccc2C1	-2%	6	10µM*	-51%	1%	-3%	-2%
CC(O)CNCc1cccc2ccccc12 (stereo not drawn)	-13%	30	-4%	-17%	3%	-13%	-3%
Cn1c(=O)cc(OCC(=O)NCc2cccs2)c2ccccc21	17%	117	-13%	-17%	3%	-10%	-1%
N#CCC(=O)NC(=O)NCC1CC1	0%	-13	-6%[8.37 µM]	-18%	1%	-14%	-3%
CCCCn1nnnc1NCc1cc(OC)c(OC)c(OC)c1	2%	18	10%	-10%	1%	-12%	-1%
O=C(/C=C/c1ccco1)OCC1CCCN2CCCCC12 (stereo not drawn)	16%	-14	?	2%	-12%	-1%	2%
O=C(NCc1ccccn1)[C@@H]1CCCN1C(=O)[C@@H]1CCCN1C(=O)c1cccc(Cl)c1	6%	-10	.	.	.	.	8%
O=C(CSc1nc2ccccc2nc1Cc1ccc(Cl)cc1)N1CCN(c2ccccc2)CC1	.	-6	.	.	.	23%	2%
O=C(c1ccc(F)cc1)N(C(=O)c1ccc(F)cc1)c1ncccn1	-11%	-33	0%	-6%	-4%	-14%	-2%
COc1cc2nc(CC(C)C)n(NC(=O)c3ccccc3Br)c(=O)c2cc1OC	-3%	6	-30%	74%[activator]	-8%	-7%	-1%
Cc1onc(-c2ccccc2Cl)c1C(=O)N1C=CC(C(F)(F)Cl)=NCC1	-19%	12	16%	21%	0%	-13%	-5%
C[C@@H]1CN([C@@H](C)CO)C(=O)CCCn2nncc2CO[C@@H]1CN(C)C(=O)Oc1ccc2ccccc2c1	0%	0	.	.	.	.	3%
O=S(=O)(Nc1nc2ccccc2nc1Cl)c1ccccc1	4%	-3	15%	-7%	5%	0%	-6%
Cc1ccccc1CSc1nc(-c2ccccc2)cc(=O)[nH]1	-7%	-28	10%	-46%	5%	-5%	-1%
COc1cc(C(=O)N2CCN(C3CCCCC3)CC2)cc(OC)c1OC	-15%	-6	3%	-1%	0%	-12%	1%
O=C(Nc1ccc(Cl)cc1)Nc1nnc(CSc2ccc(Cl)cc2)s1	-8%	-85*	?	-18%	-2%	-11%	-5%
COc1ccc2c(c1)c1ncn(Cc3ccco3)c(=O)c1n2C	1%	-81*	11µM*	210%[activator]	-1%	-10%	1%
Brc1ccc(/C=N/c2nc3ccccc3n2CCN2CCOCC2)cc1	2%[11.6 µM]	26	1%	-12%	0%	-5%	3%
CCOc1ccc(-c2noc(CCC(=O)NC3CCCC3)n2)cc1OC	-3%	-38	-19%	-12%	-2%	-6%	-1%
O=C(O)C1=CC[C@@H](c2ccc(Cl)cc2)N(S(=O)(=O)c2ccc(Cl)cc2)[C@H]1c1ccc(Br)cc1	11%	27	-4%	-4%	.	.	4%
Cc1nonc1CN(C)C(=O)CC1C(=O)NCCN1Cc1cccc(C(F)(F)F)c1 (stereo not drawn)	17%	-1	?	71%[activator]	1%	-2%	-1%
CC(C)NC(=S)NN=C1CCCCCCCCCCC1	25%	?	?	-35%	-1%	2%	3%
COc1ccc(NC(=O)c2c3c(nc4ccccc24)CCN(Cc2ccccc2)C3)c(OC)c1	-4%	?	?	80%[activator]	-5%	3%	1%
CC(C)c1ccc(OCC(O)CN2CCN(c3ccccn3)CC2)cc1 (stereo not drawn)	-7%	-25	-15%	111%[activator]	1%	-11%	3%
Cc1cccc(N2CCN(C3(c4ccccc4)C(=O)c4ccccc4C3=O)CC2)c1C	.	-3	.	.	.	0%	7%
COc1ccc(S(=O)(=O)N2CCC(C(=O)NCCC3=CCCCC3)CC2)cc1C	4%	20	-18%	34%	9%	0%	3%
CC(C)C(=O)N1CCC1(C)C(=O)Nc1ccc(-n2cncn2)cc1 (stereo not drawn)	7%	17	.	.	.	.	2%
COc1ccc(NS(=O)(=O)c2c(C)n(C)c(=O)n(C)c2=O)cc1	-3%	-24	15%	-24%	-5%	-14%	5%
COc1ccc(C(=O)NC=C2C(=O)OC(C)(C)OC2=O)cc1	2%	-35	-3%	-3%	-2%	2%	0%
OC(CNCC#Cc1ccccc1)c1ccccc1 (stereo not drawn)	0%	-23	-9%	-10%[2.29 µM]	-1%	-1%	-4%
Cc1sc2ncnc(N3CCC(C(=O)Nc4ccc(Br)cc4Br)CC3)c2c1C	-1%	-16	?	-14%	.	?	1%

Next part, starting with the last 3 of the part before.
SMILES	AMA1 RON2 block	HCMV inh	HCV inhibitor	AmpC no deterg	LmPK inh	AmpC inh detg	TbPYK inhibitor
COc1ccc(C(=O)NC=C2C(=O)OC(C)(C)OC2=O)cc1	2%	-35	-3%	-3%	-2%	2%	0%
OC(CNCC#Cc1ccccc1)c1ccccc1 (stereo not drawn)	0%	-23	-9%	-10%[2.29 µM]	-1%	-1%	-4%
Cc1sc2ncnc(N3CCC(C(=O)Nc4ccc(Br)cc4Br)CC3)c2c1C	-1%	-16	?	-14%	.	?	1%
Cc1cc(-c2ccc(C(C)C)c(S(=O)(=O)Nc3ccccn3)c2)on1	25%	-3	-22%	-45%	3%	3%	3%
CCCCn1cnc2cc(C)c(C)cc21	8%	10	?	-5%	2%	6%	-6%
Nc1ncnc2c1ncn2[C@@H]1O[C@H](C(=O)NS(=O)(=O)c2cccs2)[C@@H](O)[C@H]1O	3%	10	.	.	.	.	4%
CCOc1ccc(C2N(c3ccc(F)cc3)C(=O)C3CCCN32)cc1 (stereo not drawn)	-7%	8	4%	0%	-1%	?	6%
CC(C)C(=O)N1CCN(c2ccccc2NC(=O)c2ccc([N+](=O)[O-])o2)CC1	-4%	-73*	?	21%	3%	-1%	-5%
CC1(C(=O)NS(=O)(=O)c2ccccc2Cl)CCN1C(=O)CC1CC1 (stereo not drawn)	-8%	5	.	.	.	.	6%
NS(=O)(=O)c1ccc(NC(=O)CN2CCN(S(=O)(=O)c3ccc(F)cc3)CC2)cc1	0%	-25	-5%	-4%	-10%	-5%	-25%
CC(C)(C)c1ccc(C(=O)c2c[nH]c(C(=O)NCCc3ccccn3)c2)cc1	5%	36	1%	-24%	-3%	-8%	-3%
COC(=O)c1ccccc1OP(=O)(c1cccc([N+](=O)[O-])c1)c1cccc([N+](=O)[O-])c1	-3%	13	18%	1%	2%	-3%	0%
CCn1c(-c2ccc(N(C)C)cc2)nc2ccccc21	7%	-96*	?	-32%	-14%	1%	-13%
CCOc1ccc(C(=O)NCC(=O)NCC(c2ccco2)N2CCCCC2)cc1 (stereo not drawn)	5%[11.6 µM]	-33	1%	1%	.	4%	1%
COc1ccccc1C(=O)OCC(=O)NC1CCCC1	-2%	9	-6%	-2%	-4%	3%	-7%

Taken from above.
LmPK inh, NS(=O)(=O)c1ccc(NC(=O)CN2CCN(S(=O)(=O)c3ccc(F)cc3)CC2)cc1 → -10%
TbPYK inhibitor, Nc1ncnc2c1ncn2[C@@H]1O[C@H](C(=O)NS(=O)(=O)c2cccs2)[C@@H](O)[C@H]1O → 4%
HCMV inh, CCOc1ccc(C(=O)NCC(=O)NCC(c2ccco2)N2CCCCC2)cc1 (stereo not drawn) → -33
LmPK inh, CC(C)(C)c1ccc(C(=O)c2c[nH]c(C(=O)NCCc3ccccn3)c2)cc1 → -3%
HCMV inh, COc1ccccc1C(=O)OCC(=O)NC1CCCC1 → 9
LmPK inh, CCCCn1cnc2cc(C)c(C)cc21 → 2%

More compounds follow:
SMILES	AMA1 RON2 block	HCMV inh	HCV inhibitor	AmpC no deterg	LmPK inh	AmpC inh detg	TbPYK inhibitor
Cc1cc(N2CCOCC2)n2nc(C)c(-c3ccc(Cl)cc3)c2n1	8%	?	11%	-14%	3%	0%	2%
O=C(Nc1ccccc1)C1CCCCC1	0%	10	4%	-4%	2%	6%	-3%
Nc1n[nH]c2cc(=O)n(-c3ccc(Cl)cc3)nc12	83%[activator]	-30	?	-34%	-2%	-5%	-7%
CCN(CCn1cccn1)Cc1cn[nH]c1-c1cccc2ccccc12	-17%	-25	0%	7%	4%	4%	4%
CC(C)(C)c1ccc(C(=O)N2CCC(C(=O)N3CCCCC3)CC2)cc1	4%	21	21%	72%[activator]	2%	-6%	6%
CCN(CC(=O)Nc1ccc(NC(C)=O)cc1)C(=O)c1cc2ccccc2oc1=O	-6%	-29	11%	-4%	.	?	0%
CCCOc1ccc(F)cc1-c1cc(C(=O)NCc2cc(OC)cc(OC)c2)[nH]n1	10%	29	.	.	.	.	-3%
